rCAG binder – r(CAG) repeat RNA binding. TO-PRO-1 dye displacement fluorescence. inhibition, % at 3 µM. hit rate 1.3% among 370,000. AID 651821;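 active means inhibition above the plate cutoff, the mean of all test compounds on that plate plus 3 SD, cut at about 35% in these data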;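 further: 0% = DMSO alone and 100% = 100 µM mitoxantrone as full dye displacement; higher means more dye released from RNA so lower well fluorescence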
UHRF1 binding – blocks human UHRF1 binding to methylated DNA. Q96T88. UHRF1 binding to methylated oligo, TR-FRET. inhibition, % at 4.4 µM. hit rate 0.75% among 370,000; in the data active means inhibition above about 21%;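 further: UHRF1 SRA domain binding a hemimethylated CpG hairpin DNA probe; 0% = median of test compound wells and 100% = reference inhibitor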
PRMT1 FP inh – inhibitors of human PRMT1 | recombinant PRMT1, activity-based probe fluorescence polarization | hit rate 1.3% among 370,000 | Q99873 | inhibition, % at 2.79 µM | AID 652257;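 active means inhibition above about 21% made by adding two undisclosed values, limit read from the data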
GC-B act – GC-B (human) receptor activation. HEK293-GC-B cells, CNP EC30, cGMP TR-FRET; 0% at EC30 CNP, 100% saturating CNP. activation, % at 10 µM. hit rate 0.11% among 370,000. AID 1920062;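 active means activation at 10 µM reaching about 35% in either raw or pattern-adjusted values, limit read from the data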
MBD2 inh – MBD2-methylated oligo binding inhibition; hit rate 0.31% among 370,000; inhibition, % at 4.4 µM; Q9UBB5; TR-FRET, MBD2 binding to methylated oligonucleotide; in the data active means inhibition above about 13%
Target sequence (Q9UBB5 whole entry, looked up): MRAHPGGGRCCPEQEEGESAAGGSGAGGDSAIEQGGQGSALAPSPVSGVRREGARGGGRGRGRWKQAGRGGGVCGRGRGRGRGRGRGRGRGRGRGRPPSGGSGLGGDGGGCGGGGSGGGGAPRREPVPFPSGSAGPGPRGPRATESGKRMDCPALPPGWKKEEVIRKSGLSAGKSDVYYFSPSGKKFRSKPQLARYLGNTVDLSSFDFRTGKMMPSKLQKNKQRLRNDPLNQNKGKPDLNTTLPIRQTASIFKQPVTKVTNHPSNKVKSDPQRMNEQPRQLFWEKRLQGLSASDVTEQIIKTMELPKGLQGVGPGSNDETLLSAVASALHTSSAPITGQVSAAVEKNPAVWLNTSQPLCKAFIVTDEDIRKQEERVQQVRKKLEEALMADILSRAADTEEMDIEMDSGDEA
SIAE primary – human SIAE inhibition, primary screen | Q9HAT2 | SIAE FP-Rh probe binding, fluorescence polarization | inhibition, % at 9.66 µM | hit rate 0.69% among 370,000 | AID 1053197;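 active means inhibition above a cutoff: mean of compounds within the control limits plus 3 SD of those, cut at about 17% in these data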;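 further: 0% = plate median of compound wells and 100% = probe without SIAE protein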
Target sequence (Q9HAT2 whole entry, looked up): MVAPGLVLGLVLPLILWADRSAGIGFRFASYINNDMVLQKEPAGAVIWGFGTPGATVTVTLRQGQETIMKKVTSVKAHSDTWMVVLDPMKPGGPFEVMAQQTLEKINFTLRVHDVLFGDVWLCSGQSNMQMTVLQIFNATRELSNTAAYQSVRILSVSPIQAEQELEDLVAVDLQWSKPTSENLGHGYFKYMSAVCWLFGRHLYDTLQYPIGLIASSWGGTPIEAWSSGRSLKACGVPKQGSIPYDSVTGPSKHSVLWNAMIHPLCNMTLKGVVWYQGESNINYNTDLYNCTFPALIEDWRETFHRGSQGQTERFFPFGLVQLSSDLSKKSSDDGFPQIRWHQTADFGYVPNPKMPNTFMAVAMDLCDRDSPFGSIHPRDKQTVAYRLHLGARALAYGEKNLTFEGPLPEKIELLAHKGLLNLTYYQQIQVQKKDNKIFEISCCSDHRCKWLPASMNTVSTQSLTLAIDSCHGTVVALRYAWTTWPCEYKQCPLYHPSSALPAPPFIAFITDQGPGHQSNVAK
HTRA1 inh – inhibitors of human serine peptidase HTRA1; Q92743; recombinant HTRA1, FP-rhodamine activity-based probe, fluorescence polarization; inhibition, % at 5.96 µM; hit rate 0.5% among 340,000; in the data active means inhibition above about 36%;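 further: 0% = enzyme with DMSO and 100% = wells lacking enzyme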
TCR-CD3 inh – blocks the human TCR-CD3 interaction; TAMRA-labeled TCR probe fluorescence, biochemical; inhibition, % at 9.4 µM; hit rate 0.37% among 360,000; AID 651800; in the data active means inhibition above about 19%;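 further: recombinant mutant TCR 2C K166C tagged with TAMRA read by polarization; 0% = receptor in buffer alone and 100% = receptor with positive control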
NPR1 activator – GC-A (human) enzyme activation; AID 1671463; activation, % at 10 µM; HEK293 GC-A cells, cGMP TR-FRET, EC30 ANP; 0% at EC30 ANP, 100% saturating ANP; P16066; hit rate 0.14% among 370,000; in the data active means activation above about 40%
ABHD4 inh – inhibitors of mouse ABHD4 | purified mABHD4, FP-Rh probe fluorescence polarization | inhibition, % at 8.92 µM | hit rate 0.54% among 370,000;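 active means inhibition exceeding the mean over every tested compound plus 3 SD, cut at about 30% in these data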;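 further: 0% = plate median of compound wells and 100% = S159A mutant with DMSO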
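Test system: mABHD4 protein | Buffer or medium: HEPES pH 7.0 buffer, 150 mM NaCl, 0.01% Pluronic F-127 | Probe or stimulus: FP-Rh fluorescent activity-based probe, added after compound pre-incubation | Timing: Pre-incubation 45 min, probe exposure 60 min, at 25 °C | Technique: Fluorescence polarization, excitation 525 nm, emission 598 nm, BODIPY TMR filters | Repeats: Single well per compound (singlicate)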
Starred values were filed as active, the others as inactive; x = not tested or not shown. An excerpt; rates above refer to the full screens.

#1 O=C(CC1Oc2ccccc2NC1=O)NCCCN1CCN(C2CCCCC2)CC1 (stereo unspecified)
#2 CN(CC(=O)Nc1cccc(F)c1)C(=O)c1cn(-c2ccccc2)nc1-c1cccs1
#3 CCc1nc2c(OCc3ccc4c(c3)OCO4)cccn2c1N(C=O)Cc1ccccc1
#4 Cn1c(C(=O)OC(C(=O)NC2CCCC2)c2cccnc2)cc2sccc21 (stereo unspecified)
#5 O=C(/C=C/c1ccco1)N(Cc1ccc(Cl)cc1)C1CCS(=O)(=O)C1 (stereo unspecified)
#6 Cc1ccc(C)c(CNS(=O)(=O)c2c(C)[nH]c(C)c2C(=O)N2CCCCC2)c1
#7 S=c1[nH]nc(-c2cccc(Br)c2)o1
#8 CCCCN(C(=O)CSc1nnc(-c2ccc(OC)cc2)n1CC)c1c(N)n(Cc2ccccc2)c(=O)[nH]c1=O
#9 COc1cc(NC(=O)C2CCCN(S(=O)(=O)c3cccc4cccnc34)C2)cc(OC)c1 (stereo unspecified)
#10 CC(=O)c1cccc(Nc2ncnc3ccc(Br)cc23)c1
assay / entry,1,2,3,4,5,6,7,8,9,10
rCAG binder,1,11,5,-4,8,-3,0,-6,5,3
UHRF1 binding,3,2,-4,2,0,18,1,0,0,-1
PRMT1 FP inh,-5,4,0,1,28*,6,6,-2,0,0
GC-B act,-9,-3,5,0,-6,1,-8,-2,-5,6
MBD2 inh,0,5,0,4,7,10,-7,2,3,3
SIAE primary,2,-12,2,-5,-1,1,8,6,-6,-1
HTRA1 inh,-3,-46,x,-9,4,1,-6,-6,x,-26
TCR-CD3 inh,5,-3,4,4,-4,-1,-11,12,x,5
NPR1 activator,-5,-1,0,-3,-11,0,0,-3,-3,11
ABHD4 inh,1,-31,10,-2,-1,11,6,0,-5,-1

#11 O=C(/C=C/c1cccc(Cl)c1)N1CCC(Cc2ccccc2)CC1
#12 CCOc1ccc(-c2nc(C#N)c(NCC3CCCO3)o2)cc1 (stereo unspecified)
#13 CC1(C(=O)NS(=O)(=O)c2ccc(Cl)cc2)CCN1C(=O)C1CCCCC1 (stereo unspecified)
#14 O=C(N1CCCCC1)N1CCN(S(=O)(=O)c2ccccc2)CC1
#15 CCOc1ccc(-n2ccnc(SCC(=O)Nc3cccc(OC)c3)c2=O)cc1
#16 CCOc1ccc(NC(=O)C2CCCCN2S(=O)(=O)c2ccccc2)cc1 (stereo unspecified)
#17 Cc1ccc(SCCC(=O)OC(C)C(=O)Nc2ccccc2)cc1 (stereo unspecified)
#18 COc1cc(S(=O)(=O)Nc2ncccc2C)c(OC)cc1Cl
#19 Cc1ccc(S(=O)(=O)Oc2cccc(/C=N/Nc3ccc(C(=O)O)cc3)c2)cc1
#20 CC(=O)Nc1ccc(S(=O)(=O)Nc2cccc(-c3cn4cccnc4n3)c2)cc1
assay / entry,11,12,13,14,15,16,17,18,19,20
rCAG binder,-1,-2,5,-4,2,-4,-6,-2,74*,4
UHRF1 binding,-1,0,9,-1,3,1,1,-1,1,-2
PRMT1 FP inh,3,-3,0,1,39*,1,2,-1,3,0
GC-B act,0,0,-3,-1,7,3,-2,-2,-1,2
MBD2 inh,-1,1,6,-5,7,-2,4,-5,0,0
SIAE primary,-5,-3,3,1,12,-1,2,1,10,-6
HTRA1 inh,-61,-4,x,4,-9,-6,-9,4,-15,7
TCR-CD3 inh,6,2,-4,3,4,0,-9,5,7,6
NPR1 activator,1,6,-2,1,4,8,3,0,-2,0
ABHD4 inh,-9,-2,4,-4,0,-1,8,-3,23,3

#21 N#CCCN1CCN(S(=O)(=O)c2ccc3c(c2)OCCCO3)CC1
#22 C=CCN1C(=O)[C@@H](CC(=O)NCCCN2CCCC2=O)[C@]2(C(=O)OCC)CCCCC/C=C/12
#23 O=C(c1ccco1)N1CCN(c2nc3ccccc3n3nnnc23)CC1
#24 CC(NS(=O)(=O)c1ccccc1)C1COc2ccccc2O1 (stereo unspecified)
#25 Cc1cc(N2CCOCC2)nc(SCC(=O)c2ccc(Cl)cc2)n1
#26 Cc1cc(C)cc(N(CCC#N)C(=O)COC(=O)C2=COCCO2)c1
#27 CSc1nc(N)nc2c1ncn2CC(=O)N[C@H](CO)Cc1c[nH]c2ccccc12
#28 Cc1cc(C)n2c(nc3ccccc32)c1C(=O)NCc1ccccc1
#29 O=C(COC(=O)/C=C/c1cccc([N+](=O)[O-])c1)Nc1ccc(Cl)cn1
#30 Cc1cc(OCC(=O)NCc2cccnc2)ccc1[N+](=O)[O-]
assay / entry,21,22,23,24,25,26,27,28,29,30
rCAG binder,2,1,1,-2,-4,-7,1,2,2,-1
UHRF1 binding,-2,-1,-4,1,2,0,1,3,-4,-2
PRMT1 FP inh,-2,-1,2,0,1,4,5,11,0,-3
GC-B act,5,6,-1,0,-3,4,-2,1,-6,8
MBD2 inh,1,-3,-1,2,-5,-1,6,4,3,0
SIAE primary,3,-5,0,-1,3,8,13,-3,5,10
HTRA1 inh,-1,x,-2,1,-5,1,1,9,-9,6
TCR-CD3 inh,3,x,0,1,2,-4,-4,2,-7,0
NPR1 activator,2,0,-4,-1,1,5,2,6,-1,1
ABHD4 inh,7,-1,6,3,3,5,7,-9,3,4

#31 C[C@H](NC(=O)c1ncn(C)c1C(=O)N[C@@H](C)c1ccccc1)c1ccccc1
#32 CC(=O)Nc1cc(-c2cccc(C(=O)NCCN(C)C)c2)cn2c(-c3ccccc3)cnc12
#33 COc1cccc(/C=N/n2c(-c3n[nH]c4c3CCC4)n[nH]c2=S)c1OC
#34 COCCN(Cc1cc2ccccc2[nH]c1=O)C(=O)c1ccccc1OC
#35 Cc1cc2ccccc2n1CCNC(=O)c1ccc(S(=O)(=O)N2CCOCC2)cc1
#36 COc1cc(/C=C(\C#N)C(=O)NCc2ccccc2)ccc1OCc1ccc(C(=O)O)cc1
#37 CCCNS(=O)(=O)c1ccc(CCC(=O)N2CCN(c3ccc(F)cc3)CC2)cc1
#38 O=C(CCN1CCC2CCC(C2)C1)c1ccccc1 (stereo unspecified)
#39 COc1ccccc1C(=O)Nc1nc(-c2ccc(S(=O)(=O)N3CCOCC3)cc2)cs1
#40 CCCc1cc(=O)oc2cc(C)c3c(C)coc3c12
assay / entry,31,32,33,34,35,36,37,38,39,40
rCAG binder,-5,5,6,-5,14,43*,-8,4,9,11
UHRF1 binding,2,7,0,4,-2,-2,0,-1,-1,-2
PRMT1 FP inh,-2,0,-3,-1,2,4,2,-3,3,1
GC-B act,4,2,-4,5,1,-6,-6,-6,0,0
MBD2 inh,0,-6,1,6,-5,0,1,5,1,-3
SIAE primary,5,3,10,2,2,-1,11,-5,-30,5
HTRA1 inh,-24,x,2,2,31,-11,-1,0,-50,-9
TCR-CD3 inh,3,-2,-2,5,8,4,-2,10,2,5
NPR1 activator,-1,0,-3,4,-1,2,3,53*,-1,-10
ABHD4 inh,-2,3,0,1,3,-31,2,0,-27,0

#41 COc1ccc(-c2nn(-c3ccccc3)cc2C(=O)N2c3ccc(C)cc3C3CN(C)CCC32)cc1 (stereo unspecified)
#42 COc1ccccc1N1CCN(C(=O)c2cc3cc(Cl)ccc3[nH]2)CC1
#43 COc1cccc(CN(C(=O)Cc2c[nH]c3ccccc23)C(C(=O)NC2CCCCC2)c2ccc(C)o2)c1 (stereo unspecified)
#44 COc1ccc(OCC(=O)OCC(=O)NCC2CCCCC2)cc1
#45 COc1ccc(Cl)cc1NC(=O)c1cnc2sccn2c1=O
#46 Cc1ccccc1NC(=O)c1ccc(S(=O)(=O)N(C)C)cc1
#47 Cc1ccc(NC(=O)CN(C)CC(=O)Nc2ccc(N3CCOCC3)cc2)cc1F
#48 N#Cc1ccsc1NC(=O)c1cccc([N+](=O)[O-])c1
#49 Cc1cccc(NC(=O)CSc2nnc3ccc(-c4ccccn4)nn23)c1
#50 COc1ccc(-c2cc(C(F)(F)F)nc(SCCC(=O)N3CCCC3)n2)cc1
assay / entry,41,42,43,44,45,46,47,48,49,50
rCAG binder,-2,-1,5,-1,4,-1,-8,16,-11,-4
UHRF1 binding,-1,0,-1,12,-2,1,1,6,0,1
PRMT1 FP inh,-2,-4,1,0,-2,3,2,-1,1,-2
GC-B act,1,-8,-12,-4,-5,-5,-5,2,-4,4
MBD2 inh,-5,-3,1,1,-6,3,-1,-4,4,5
SIAE primary,7,-5,18*,-1,3,-2,-5,-2,-7,2
HTRA1 inh,-16,0,-33,-6,-6,1,-10,5,1,6
TCR-CD3 inh,-3,4,-1,2,3,-3,-1,6,3,-9
NPR1 activator,-4,0,-13,-1,-1,9,1,-4,-3,14
ABHD4 inh,2,-1,-6,3,1,-2,15,23,4,-7

#51 Cc1ccc([C@@H]2CC=C(C(=O)O)[C@H](c3ccccc3F)N2S(=O)(=O)c2ccccc2C)cc1
#52 Cc1cnc(N2C(=O)c3ccc([N+](=O)[O-])cc3C2=O)s1
#53 Cc1ccc(NC(=O)Nc2cc(C)nn2-c2ccccc2)cc1
#54 COc1ccccc1NC(NC(=O)c1ccccn1)C(Cl)(Cl)Cl (stereo unspecified)
#55 O=C(NC(Nc1ncccn1)C(=O)c1ccccc1)c1ccccc1 (stereo unspecified)
#56 COc1ccc2c(C)nc(Nc3nc(C)cc(C)n3)nc2c1
#57 O=C(CSc1ccc2nnc(-c3ccccn3)n2n1)Nc1nccs1
assay / entry,51,52,53,54,55,56,57
rCAG binder,51*,-3,0,0,2,1,0
UHRF1 binding,0,1,0,-5,-1,0,2
PRMT1 FP inh,-1,2,-3,1,1,-2,4
GC-B act,-6,-5,11,-1,-3,5,-1
MBD2 inh,4,-4,1,-7,0,0,7
SIAE primary,1,-7,0,3,-3,2,2
HTRA1 inh,-8,1,x,2,2,3,-5
TCR-CD3 inh,7,3,x,7,-5,10,-13
NPR1 activator,-2,-1,2,-5,1,2,2
ABHD4 inh,18,6,0,5,-1,-3,-2

Nos. 47 to 54, quoted:
#47 Cc1ccc(NC(=O)CN(C)CC(=O)Nc2ccc(N3CCOCC3)cc2)cc1F
#48 N#Cc1ccsc1NC(=O)c1cccc([N+](=O)[O-])c1
#49 Cc1cccc(NC(=O)CSc2nnc3ccc(-c4ccccn4)nn23)c1
#50 COc1ccc(-c2cc(C(F)(F)F)nc(SCCC(=O)N3CCCC3)n2)cc1
#51 Cc1ccc([C@@H]2CC=C(C(=O)O)[C@H](c3ccccc3F)N2S(=O)(=O)c2ccccc2C)cc1
#52 Cc1cnc(N2C(=O)c3ccc([N+](=O)[O-])cc3C2=O)s1
#53 Cc1ccc(NC(=O)Nc2cc(C)nn2-c2ccccc2)cc1
#54 COc1ccccc1NC(NC(=O)c1ccccn1)C(Cl)(Cl)Cl (stereo unspecified)
assay / entry,47,48,49,50,51,52,53,54
rCAG binder,-8,16,-11,-4,51*,-3,0,0
UHRF1 binding,1,6,0,1,0,1,0,-5
PRMT1 FP inh,2,-1,1,-2,-1,2,-3,1
GC-B act,-5,2,-4,4,-6,-5,11,-1
MBD2 inh,-1,-4,4,5,4,-4,1,-7
SIAE primary,-5,-2,-7,2,1,-7,0,3
HTRA1 inh,-10,5,1,6,-8,1,x,2
TCR-CD3 inh,-1,6,3,-9,7,3,x,7
NPR1 activator,1,-4,-3,14,-2,-1,2,-5
ABHD4 inh,15,23,4,-7,18,6,0,5
